# rTrxR1 inhibitor: qHTS Assay for Inhibitors of Mammalian Selenoprotein Thioredoxin Reductase 1 (TrxR1): qHTS; recombinant rTrxR1, NADPH fluorescence consumption, selenite substrate; Potency, µM (titrated, usually from 114 µM), for inactives: at the highest dose activity change, negative = inhibition, hits mostly inhibitors; AID 588453, 2011; Thioredoxin reductase 1, cytoplasmic (Rattus norvegicus), O89049; hit rate 1% among 390,000; note: potency is the fitted concentration of half-maximal effect; % is set by controls: 0 for no effect and ±100 for the full control effect; nearly all actives have a fitted effect of over 65% in size
# Target sequence (O89049 whole entry, looked up): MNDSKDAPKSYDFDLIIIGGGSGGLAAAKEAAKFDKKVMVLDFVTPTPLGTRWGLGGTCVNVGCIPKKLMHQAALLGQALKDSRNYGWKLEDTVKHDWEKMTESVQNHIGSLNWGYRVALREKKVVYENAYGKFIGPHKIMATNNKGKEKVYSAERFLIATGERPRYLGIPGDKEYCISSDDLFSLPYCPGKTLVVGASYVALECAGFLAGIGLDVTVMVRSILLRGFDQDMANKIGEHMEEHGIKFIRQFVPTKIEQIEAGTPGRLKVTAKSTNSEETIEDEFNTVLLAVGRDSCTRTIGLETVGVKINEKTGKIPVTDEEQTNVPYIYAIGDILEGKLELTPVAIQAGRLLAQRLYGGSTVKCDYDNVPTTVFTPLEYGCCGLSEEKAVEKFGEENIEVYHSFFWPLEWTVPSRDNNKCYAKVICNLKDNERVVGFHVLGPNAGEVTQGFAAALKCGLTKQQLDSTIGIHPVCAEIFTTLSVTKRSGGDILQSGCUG
#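 Rat TrxR1 (90 nM in the dispensed reagent) was pre-reduced with 400 uM NADPH for 5 min at room temperature, then incubated with compound for 15 min. After 400 uM selenite was added, NADPH fluorescence (Ex 340/Em 450 nm) was followed for 8 min.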
# GRP78 ERSR act: qHTS for Inducers of the Endoplasmic Reticulum Stress Response (ERSR) in Human Glioma: qHTS; hit rate 0.02% among 420,000; AID 602332, 2012; U87-MG GRP78 promoter luciferase reporter, 16 h; Potency, µM, for the others: top-dose activation, hits mostly activators; note: potency is the fitted concentration of half-maximal effect; series mostly up to about 76 µM; % of control where 0% means no effect; nearly all actives have a fitted effect of over 35% in size
#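 Stably transfected U87-MG glioma cells carrying a GRP78-based luciferase sensor; 16 h compound incubation. Luminescence end-point read 10 min after Bright-Glo addition at room temperature.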
# IDH1 R132H inh: qHTS for Inhibitors of mutant isocitrate dehydrogenase 1 (IDH1): qHTS | AID 602179, 2012 | Isocitrate dehydrogenase [NADP] cytoplasmic (Homo sapiens), O75874 | IDH1-R132H enzyme, NADPH consumption, diaphorase/resazurin fluorescence | hit rate 0.093% among 390,000 | Potency, µM (top dose mostly 76.6 µM), without a hit: top-dose activity change, negative = inhibition, actives largely listed as inhibitors; note: potency is the fitted concentration of half-maximal effect; % is set by controls: 0 for no effect and ±100 for the full control effect; nearly all actives have a fitted effect of over 65% in size
# Target sequence (O75874 whole entry R132H, stated change not applied): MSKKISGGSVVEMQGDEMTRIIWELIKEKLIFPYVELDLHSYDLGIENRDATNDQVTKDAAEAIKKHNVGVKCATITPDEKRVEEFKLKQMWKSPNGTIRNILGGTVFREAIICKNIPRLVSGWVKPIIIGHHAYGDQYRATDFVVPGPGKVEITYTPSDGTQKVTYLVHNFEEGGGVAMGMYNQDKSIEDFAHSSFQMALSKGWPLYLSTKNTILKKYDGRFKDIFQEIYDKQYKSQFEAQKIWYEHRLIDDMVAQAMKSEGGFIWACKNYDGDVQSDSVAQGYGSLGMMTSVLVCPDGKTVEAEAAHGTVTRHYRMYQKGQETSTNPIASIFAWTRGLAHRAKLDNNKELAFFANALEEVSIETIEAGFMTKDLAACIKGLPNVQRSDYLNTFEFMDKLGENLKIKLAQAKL
#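 IDH1-R132H (0.5 ug/mL) preincubated 30 min with compound, then NADPH (0.016 mM) and alpha-KG (2 mM) added; 80 min at RT, pH 7.5. Remaining NADPH coupled via diaphorase/resazurin to fluorescence (540/590 nm); concentration-response curves normalized to no-enzyme control.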
# TrxR1 substrate: qHTS Assay for Substrates of Mammalian Selenoprotein Thioredoxin Reductase 1 (TrxR1): qHTS; Thioredoxin reductase 1, cytoplasmic (Rattus norvegicus), O89049; hit rate 0.01% among 390,000; Potency, µM (highest dose often 114 µM), for the others: top-dose activity change, negative = substrate turnover; AID 588456, 2011; purified TrxR1 substrate turnover, NADPH consumption readout; note: potency is the fitted concentration of half-maximal effect; % is set by controls: 0 for no effect and ±100 for the full control effect; nearly all actives have a fitted effect of over 50% in size
#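 Rat TrxR1, dispensed at 90 nM, was prereduced with 400 uM NADPH (final) for 5 min at ~22 deg C, then incubated with compound 15 min before 400 uM selenite. A first-read NADPH fluorescence drop versus no-compound background flagged substrates.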
# USP1 inh: Inhibitors of USP1/UAF1: Primary Screen | Ubiquitin carboxyl-terminal hydrolase 1 (Homo sapiens), O94782 | Potency, µM (highest dose often 57.1 µM), without a hit: at the highest dose activity change, negative = inhibition, usual class: inhibitors | hit rate 0.23% among 390,000 | recombinant USP1/UAF1, Ub-Rhodamine cleavage fluorescence; note: potency is the fitted concentration of half-maximal effect; % is set by controls: 0 for no effect and ±100 for the full control effect; nearly all actives have a fitted effect of over 60% in size; inactives centre near -12
#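 1 nM enzyme complex + cpd, 15 min RT; start with Ub-Rho 150nM final; kinetic fluorescence ex 480/em 540, 6 reads q60 s. Buffer 50mM HEPES pH 7.8, 0.5mM EDTA, 0.1 mg/ml BSA, 1mM TCEP, 0.01% Tween-20.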
# Vif-APOBEC3G blk: qHTS for Inhibitors of Vif-A3G Interactions: qHTS; DNA dC->dU-editing enzyme APOBEC-3G (Homo sapiens), Q9HC16; Potency, µM (series often up to 46.1 µM), inactives show at the highest dose activity, negative = active, usual class: inhibitors; hit rate 0.076% among 410,000; HeLa A3G-eYFP + Vif (tagged APOBEC3G with the HIV-1 protein that degrades it), YFP fluorescence, overnight; AID 602310, 2012;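 note: potency is the fitted concentration of half-maximal effect; % is set by controls: 0 for no effect and ±100 for the full control effect; nearly all actives have a fitted effect of over 60% in size; hits raise eYFP signal because A3G escapes Vif-driven loss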
#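 HeLa cells stably expressing Vif and C-terminally eYFP-tagged A3G, seeded overnight at 37 deg C, then exposed to compound by pintool overnight at 37 deg C. Rise in yellow fluorescence (Ex 488/Em 500-530, Acumen) marks blocked Vif-driven A3G degradation.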
# LDHA inh: qHTS assay for inhibitors of human lactate dehydrogenase; purified LDHA, NADH/diaphorase-resazurin fluorescence; active compounds read low; hit rate 0.15% among 480,000; activity change, % (values are at about 110 or 230 µM); L-lactate dehydrogenase A chain (Homo sapiens), P00338; AID 1347041, 2019; in the data active = activity change below about -30%; inconclusive = mostly about -25% to -30%;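 note: plate controls were DMSO wells for no effect and wells without enzyme for full effect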
#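 Remaining NADH was detected by diaphorase (0.133 mg/mL) converting 37 µM resazurin to fluorescent resorufin, read at 0 and 20 minutes. The preceding 5-minute room-temperature reaction used 2 nM LDHA, 0.2 mM sodium pyruvate and 0.06 mM NADH at pH 7.4.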
# RGS4 inh: Inhibitors of Regulator of G Protein Signaling (RGS) 4: qHTS; Potency, µM (series often up to 114 µM), without a hit: at the top dose activity change, negative = inhibition, most hits filed as inhibitors; hit rate 0.039% among 390,000; Transcreener GDP fluorescence polarization, RGS4-accelerated GTP hydrolysis; note: potency is the fitted concentration of half-maximal effect; % is set by controls: 0 for no effect and ±100 for the full control effect; nearly all actives have a fitted effect of over 75% in size; some results filed as inactive show a strong effect at the top dose
# Target sequence (P49798 whole entry, looked up): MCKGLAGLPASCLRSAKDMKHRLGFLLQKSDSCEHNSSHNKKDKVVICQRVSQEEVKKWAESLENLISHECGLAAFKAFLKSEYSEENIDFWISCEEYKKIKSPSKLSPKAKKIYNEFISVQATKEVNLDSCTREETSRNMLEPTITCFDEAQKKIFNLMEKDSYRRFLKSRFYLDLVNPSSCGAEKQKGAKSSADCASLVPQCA
#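 MLSMR compounds (23 nl, pin-transferred) preincubated 10 min at room temperature with a 500nM (2x) first reagent, then RGS4 at 900nM (2x) plus Transcreener GDP mix added; fluorescence polarization (620/688 nm) read before and after 90 min at 30 °C.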
# Vif-APOBEC3F blk: qHTS for Inhibitors of Vif-A3F Interactions: qHTS; HeLa A3F-eYFP + Vif (tagged APOBEC3F with the HIV-1 protein that degrades it), YFP fluorescence increase; Potency, µM (top dose mostly 46.1 µM), for inactives: top-dose activity, negative = active; hit rate 0.2% among 390,000; note: potency is the fitted concentration of half-maximal effect; % of control where 0% means no effect; nearly all actives have a fitted effect of over 65% in size
#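 Fluorescence increase (Ex 488/Em 500-530) after overnight compound treatment at 37 deg C flags inhibition of Vif-driven A3F-eYFP loss in stable HeLa A3F-eYFP/Vif cells seeded overnight beforehand.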
# Active calls of the source: *; ? = inconclusive; nt = no result given; & = joins results of further samples; [ ] = remark or other dose. Unless noted, calls come from the whole dose curve; as a rule, active = well fitted curve in the direction sought with a large enough effect; inconclusive = small, poorly fitted or top-dose-only effect, or another doubt; inactive = no such curve, though single readings can be large; an effect the other way counts as inactive or inconclusive.
Compound | rTrxR1 inhibitor | GRP78 ERSR act | IDH1 R132H inh | TrxR1 substrate | USP1 inh | Vif-APOBEC3G blk | LDHA inh | RGS4 inh | Vif-APOBEC3F blk
COc1cc(NC(=O)c2cc3c(=O)n(C)c4ccccc4c3n2C)cc(OC)c1OC | 35% | -7% | -2% | 37%[activator] | -22% | -3% | -3 | -19% | 0%
COc1ccc(C(=O)[C@H]2[C@H]3C(=O)N(c4ccccc4)C(=O)[C@H]3C3C=CC=NN32)cc1 (stereo partly specified) | 28%[57.1 µM] | 1% | 11% | 12%[57.1 µM] | -10% | -1% | 4 | -17% | 1%
Cc1cccc(C)c1NC(=O)C1(N(Cc2ccco2)C(=O)CC2NC(=O)NC2=O)CCCCC1 (stereo unspecified) | 1% | 0% | 1% | -8% | -2% | 0% | -18 | -16% | -4%
Cc1ccc(-n2nc3cc(C)c(NC(=O)c4ccc(-c5ccccc5)o4)cc3n2)cc1 | 2% | 2% | -5% | 16% | 7% | -16% | -1 | -19% | 0%
N#Cc1cccc(NC(=O)C2CCN(c3cnccn3)CC2)c1 | -7% | -1% | 11% | -9% | -8% | -3% | 0 | 1% | -17%
O=C(NC1CCCC1)c1ccc(Br)s1 | 14% | 4% | 3% | 2% | -11% | 1% | -10 | 21% | -14%
O=C1c2ccccc2S(=O)(=O)c2cc(C(=O)N3CCC(C(=O)N4CCCCC4)CC3)ccc21 | 17%[57.1 µM] | -5% | -13% | 14%[57.1 µM] | -22% | -5% | -4 | 4% | -2%
CCn1cc([N+](=O)[O-])c(C(=O)N2N=C(c3ccc(Cl)c(Cl)c3)CC2c2ccccc2O)n1 (stereo unspecified) | -11% | 10% | 0% | -5% | -25% | 0% | 2 | -15% | -5%
CCc1ccc(OCCCC(=O)Nc2ccc(N3CCCCC3)cc2)cc1 | 17% | -4% | -1% | 5% | 2% | -1% | -2 | 9% | nt
CC(C)(C)CC(=O)NCC(c1ccc2c(c1)OCO2)N1CCN(c2ccccc2)CC1 (stereo unspecified) | 19%[57.1 µM] | 1% | -5% | 0%[57.1 µM] | -24% | 3% | 1 | -5% | 1%
CC1=C(C(=O)Nc2ccccc2)C(c2cccnc2)n2nc(SCc3ccccc3F)nc2N1 (stereo unspecified) | 37%[2.29 µM] | -3% | -2% | 8%[2.29 µM] | -15% | -1% | -3 | 14% | 0%
Cc1cccc(CS(=O)(=O)Cc2ccc(C(=O)NCc3ccccc3)o2)c1 | 44%[activator] | -4%&-2% | -5%&9% | -5% | -18%&-12% | 4%&1% | -4&2 | -3%&5% | 5%&5%
CCOC(=O)C1CCCN(C(=O)c2ccc(Cn3c(=S)[nH]c4cc(C(=O)OC)ccc4c3=O)cc2)C1 (stereo unspecified) | 1%[57.1 µM] | -3% | -12% | -10% | -11% | -9% | -8 | 8% | -2%
Cc1ccc(C)c(NC(=O)CSc2c(C)cnc3c2c(=O)n(C)c(=O)n3C)c1 | 14%[57.1 µM] | -3% | -12% | 5%[57.1 µM] | -27% | 0% | -4 | 5% | -1%
Cc1cc(C)n(S(=O)(=O)c2ccc(C(C)(C)C)cc2)n1 | 8% | -2% | 0% | 4%[57.1 µM] | 1% | 1% | -2 | 1% | -4%
CCN(CC)S(=O)(=O)c1ccc(O)c(C(=O)OCC(=O)N2CCCc3ccccc32)c1 | nt | -4% | -4% | nt | -19% | 0% | -9 | nt | -1%
COCCCN1C2=C(C(=O)CC(C)(C)C2)C(c2ccc(O)c(OC)c2)C2=C1CC(C)(C)CC2=O | -5%[57.1 µM] | -5% | 7% | -7% | -10% | 0% | 6 | -2% | -4%
COC(=O)c1ccccc1NC(=O)CSc1nccn1C | 12%[57.1 µM] | 5% | 8% | 15%[57.1 µM] | -12% | 0% | -4 | -14% | -5%
COc1ccc(OCCOC(=O)c2cc(S(=O)(=O)N3CCOCC3)c(Cl)cc2Cl)cc1 | 23% | 0% | 1% | -1% | -7% | -2% | -3 | 28% | -13%
Cn1nc(C(F)(F)F)c2cc(C(=O)Nc3ccc(F)cc3F)sc21 | 4%[57.1 µM] | 0% | 2% | -1% | -33% | -4% | -8 | -6% | 1%
CC(C)NC(=O)N(C)C[C@H]1Oc2c(NC(=O)Nc3ccccc3)cccc2C(=O)N([C@H](C)CO)C[C@@H]1C | 16% | -2% | 11% | 7% | -18% | 3% | 1 | -12% | 2%
Cc1ccc(NC(=O)C2C(c3ccccc3)C2(Cl)Cl)c(C)c1 (stereo unspecified) | 2% | -7% | 0% | -1% | -22% | 2% | -3 | -50%[56.9 µM] | -17%
C=CCN(c1ccccc1OC)S(=O)(=O)c1cccc(C(=O)Nc2nnc(C3CC3)s2)c1 | 0% | -2% | -5% | -4% | -23% | 0% | -7 | -17% | 3%
O=C(CSc1nc(N2CCOCC2)nc(N2CCOCC2)n1)Nc1ccc(Cl)cc1Cl | 5% | -6% | 7% | -1% | -6% | -1% | -2 | -23% | 0%
CC1CC(C)CN(CCCNC(=O)Cc2c(C(=O)O)n(C)c3ccccc23)C1 (stereo unspecified) | 30% | -2% | 2% | 12% | -8% | 0% | -4 | 13% | 2%
Cc1ccccc1OCC(=O)Nc1ccc2c(c1)C(=O)N(CCC(=O)O)C2=O | 9% | -7% | 0% | 5% | -16% | -11% | -1 | -9% | 1%
CCCCN(C(=O)c1c(C)[nH]c(C(=O)OCC)c1C)c1ccccc1 | 17% | -3% | 6% | 8% | -18% | -8% | -3 | 6% | -15%
O=C(NCC1COCCO1)c1cc(COc2ccc(F)cc2F)on1 (stereo unspecified) | -8% | 5% | 9% | -6% | -8% | -1% | -9 | 22% | 3%
CCc1ccc(OCC(=O)Nc2ccc3c(c2)COC3=O)cc1 | 9% | -1% | 4% | 4% | -13% | 0% | 6 | -5% | 5%
Cc1ccc(/C=N/NC(=O)NN(C)c2ncc(C(F)(F)F)cc2Cl)cc1 | 7%[57.1 µM] | -4% | -16% | 4%[57.1 µM] | -16% | 0% | -8 | -7% | 3%
O=c1[nH]c(SCCOc2cccc3ccccc23)nc2ccccc12 | 32%[activator][57.1 µM] | -1% | 11% | -14%[57.1 µM] | -12% | -11% | 1 | -9% | -17%
CCCNc1c(NC(=O)c2cccs2)c(=O)oc2ccccc12 | 6% | -4% | -18% | -5% | -15% | 3% | 0&-1 | 11%[56.9 µM] | 1%
CN(C)c1ccc(C2C3C(=O)NC(=O)C3ON2c2ccc(Cl)cc2)cc1 (stereo unspecified) | -2%[57.1 µM] | 1% | 10% | -7%[57.1 µM] | -20% | 1% | 2 | 7% | -5%
Nc1ncnc(N)c1NC(=O)c1cc(Cl)c(OCc2ccccc2)c(Cl)c1 | nt | -6% | 6% | nt | -25% | -4% | -7 | nt | 0%
CC1CCN(CCCNC(=O)C2CC(=O)N(CCc3ccccc3)C2)CC1 (stereo unspecified) | ? | -3% | -2% | -15% | -5% | 0% | -8 | 36% | -4%
Cc1c(Cl)cnc(NC(=O)CSc2nncs2)c1Cl | 0% | 4% | -8% | -6% | -2% | 1% | -5 | -7% | 2%
N#C/C(=C(/O)CN1CCN(c2ccccc2F)CC1)c1nc(-c2ccccc2)cs1 | 17% | -6% | 4% | 8% | -15% | 3% | -5 | -13% | -1%
CC1(C)Cc2c(sc(NC(=O)c3ccc(C(=O)c4ccccc4)cc3)c2C(N)=O)C(C)(C)N1 | 16% | -6% | 10% | -4% | -12% | -24% | -5 | 20% | 2%
CCNc1nc(NCC)nc(SCC(C)=O)n1 | ? | -3% | 2% | -7%[57.1 µM] | -10% | 0% | 0 | 2% | -4%
CC(CN1CCCCC1)OC(=O)c1cccc(F)c1 (stereo unspecified) | 2% | 10% | 2% | -3% | 6% | 2% | -9 | 9% | 9%

# One compound at a time (already shown). Screens in order: rTrxR1 inhibitor	GRP78 ERSR act	IDH1 R132H inh	TrxR1 substrate	USP1 inh	Vif-APOBEC3G blk	LDHA inh	RGS4 inh	Vif-APOBEC3F blk
# Results for Cc1c(Cl)cnc(NC(=O)CSc2nncs2)c1Cl = 0%	4%	-8%	-6%	-2%	1%	-5	-7%	2%
# Results for C=CCN(c1ccccc1OC)S(=O)(=O)c1cccc(C(=O)Nc2nnc(C3CC3)s2)c1 = 0%	-2%	-5%	-4%	-23%	0%	-7	-17%	3%
# Results for Cc1ccccc1OCC(=O)Nc1ccc2c(c1)C(=O)N(CCC(=O)O)C2=O = 9%	-7%	0%	5%	-16%	-11%	-1	-9%	1%

# Screening results from PubChem BioAssay.

# These rows are one share of the data; the hit share may differ from the screen's.
